mcGAS lum = mouse cGAS inhibition by luminescence; Q8C6L5; recombinant cGAS, Kinase-Glo ATP depletion luminescence; inhibition, % at 12.5 µM; 160,000 compounds, 0.15% hits; AID 1259399;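 further: 0% = negative control wells and 100% = reference inhibitor with no enzyme activity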
NPYLR7 agonist = mosquito NPYLR7 agonism; 270,000 compounds, 0.15% hits; HEK293T NPYLR7/Galpha15, GCaMP6s calcium fluorescence; activation, % at 10 µM; in the data active means activation above about 40%;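 further: 0% = vehicle and 100% = reference agonist at the receptor; some compounds past the cut are filed as inactive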
hcGAS lum = human cGAS inhibition; inhibition, % at 12.5 µM; recombinant h-cGAS, ATP depletion, Kinase-Glo luminescence; 290,000 compounds, 0.081% hits;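 further: 0% = vehicle reaction and 100% = reaction without DNA for no activity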
Target sequence (Q8N884 whole entry, looked up): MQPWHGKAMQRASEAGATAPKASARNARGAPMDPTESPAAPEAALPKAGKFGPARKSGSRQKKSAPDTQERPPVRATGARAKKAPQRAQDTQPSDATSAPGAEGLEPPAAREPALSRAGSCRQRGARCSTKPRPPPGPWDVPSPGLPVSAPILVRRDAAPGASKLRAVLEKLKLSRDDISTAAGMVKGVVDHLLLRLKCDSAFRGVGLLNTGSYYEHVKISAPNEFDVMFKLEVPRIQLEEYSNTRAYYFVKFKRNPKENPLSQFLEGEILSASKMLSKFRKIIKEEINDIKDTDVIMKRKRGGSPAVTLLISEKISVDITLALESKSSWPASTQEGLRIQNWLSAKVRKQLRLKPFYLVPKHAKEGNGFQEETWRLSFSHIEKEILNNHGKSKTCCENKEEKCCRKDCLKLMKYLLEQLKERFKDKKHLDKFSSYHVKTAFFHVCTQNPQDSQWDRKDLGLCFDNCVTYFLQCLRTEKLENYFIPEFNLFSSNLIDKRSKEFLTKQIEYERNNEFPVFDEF
An asterisk follows results filed as active; / = no result given; & = joins results of further samples. Unless noted, no stated cut-off is given here; in the data, active means inhibition above about 40%; inactive means the rest.

The opening 16 compounds as a preview:
1. COc1cc2c(cc1OC)C(c1c(F)cccc1Cl)N(C(=O)Nc1ccc(F)cc1F)CC2 (stereo not given)
2. COCC(=O)N1CCCN(CC(=O)Nc2ccc(N(C)C(C)=O)cc2)CC1
3. CC(C)(C)N1CC(c2nc3ccccc3n2Cc2ccccc2Cl)CC1=O (stereo not given)
4. O=C(CCC(=O)N1CCc2ccccc21)NC(c1ccc(F)cc1)c1ccc(SCc2ccccc2)cc1 (stereo not given)
5. O=C(NNC1=NCCCCC1)C(F)(F)C(F)(F)C(F)(F)F
6. Cc1nn(C(=O)C(C)n2cc([N+](=O)[O-])cn2)c(C)c1Cl (stereo not given)
7. COCCN(CC1CN(Cc2sccc2C)CC1c1ccccc1OC)C(C)=O (stereo not given)
8. COCCN(Cc1ccc2nsnc2c1)CC1CCCN(C2Cc3ccccc3C2)C1 (stereo not given)
9. CC(C)(C)OC(=O)Nc1cccc(C(=O)N2CCC(=Cc3cccc(F)c3)CC2)c1
10. COc1ccc(/C=C2/SC(=Nc3ccccc3Cl)NC2=O)cc1
11. CC(C)(CNC(=O)C1CCCO1)c1ccc(Br)cc1 (stereo not given)
12. O=C(Nc1cccs1)NC1CC(=O)N(CCc2ccccc2)C1 (stereo not given)

assay / entry	1	2	3	4	5	6	7	8	9	10	11	12
mcGAS lum	-5	/	-5	-6	/	/	-5	/	/	4	/	/
NPYLR7 agonist	17	6	1	-2	0	-2	/	19	6	-7	1	9
hcGAS lum	-2	-4	-8	-5	0	-11	-3	-7	-4	0	-3	-13

13. Fc1cc(Cl)ccc1N1CCN(c2c3c(nc4ncnn24)CCC3)CC1
14. CN1CCN(C(=O)C23CC4CC(CC(C4)C2)C3)CC1
15. C=CCN(Cc1ccccc1Cl)C(=O)CC1C(=O)N(C)C(=O)N1C (stereo not given)
16. Cc1sc(-n2cccc2)c(C(=O)N2CCN(S(=O)(=O)N3CCCC3)CC2)c1C

assay / entry	13	14	15	16
mcGAS lum	-6	-5	/	-5
NPYLR7 agonist	5	-2&6	8	2
hcGAS lum	-7	-6&-7	-4	-6

The whole of this part, from the start:
1. COc1cc2c(cc1OC)C(c1c(F)cccc1Cl)N(C(=O)Nc1ccc(F)cc1F)CC2 (stereo not given)
2. COCC(=O)N1CCCN(CC(=O)Nc2ccc(N(C)C(C)=O)cc2)CC1
3. CC(C)(C)N1CC(c2nc3ccccc3n2Cc2ccccc2Cl)CC1=O (stereo not given)
4. O=C(CCC(=O)N1CCc2ccccc21)NC(c1ccc(F)cc1)c1ccc(SCc2ccccc2)cc1 (stereo not given)
5. O=C(NNC1=NCCCCC1)C(F)(F)C(F)(F)C(F)(F)F
6. Cc1nn(C(=O)C(C)n2cc([N+](=O)[O-])cn2)c(C)c1Cl (stereo not given)
7. COCCN(CC1CN(Cc2sccc2C)CC1c1ccccc1OC)C(C)=O (stereo not given)
8. COCCN(Cc1ccc2nsnc2c1)CC1CCCN(C2Cc3ccccc3C2)C1 (stereo not given)
9. CC(C)(C)OC(=O)Nc1cccc(C(=O)N2CCC(=Cc3cccc(F)c3)CC2)c1
10. COc1ccc(/C=C2/SC(=Nc3ccccc3Cl)NC2=O)cc1

assay / entry	1	2	3	4	5	6	7	8	9	10
mcGAS lum	-5	/	-5	-6	/	/	-5	/	/	4
NPYLR7 agonist	17	6	1	-2	0	-2	/	19	6	-7
hcGAS lum	-2	-4	-8	-5	0	-11	-3	-7	-4	0

11. CC(C)(CNC(=O)C1CCCO1)c1ccc(Br)cc1 (stereo not given)
12. O=C(Nc1cccs1)NC1CC(=O)N(CCc2ccccc2)C1 (stereo not given)
13. Fc1cc(Cl)ccc1N1CCN(c2c3c(nc4ncnn24)CCC3)CC1
14. CN1CCN(C(=O)C23CC4CC(CC(C4)C2)C3)CC1
15. C=CCN(Cc1ccccc1Cl)C(=O)CC1C(=O)N(C)C(=O)N1C (stereo not given)
16. Cc1sc(-n2cccc2)c(C(=O)N2CCN(S(=O)(=O)N3CCCC3)CC2)c1C
17. CC(C)C(=O)NC(=O)COC(=O)c1ccc(CO)cc1
18. CC(C)(C)c1ccc(OCc2ccc(-c3nnco3)cc2)cc1
19. Cc1ccc(CN(C(=O)c2ccc(-n3cnnc3)cc2)C2CC2)s1
20. C=Cn1cc[n+](CC(=O)c2ccc(OC)cc2)c1

assay / entry	11	12	13	14	15	16	17	18	19	20
mcGAS lum	/	/	-6	-5	/	-5	/	/	/	/
NPYLR7 agonist	1	9	5	-2&6	8	2	0	-2	-1	-13
hcGAS lum	-3	-13	-7	-6&-7	-4	-6	-1	-7	-7	1

21. O=C(CN1CCN(Cc2ccco2)CC1)Nc1ccc(I)cc1
22. CC1CCN(S(=O)(=O)N2CCC(C(=O)O)CC2)CC1
23. COc1ncccc1C(=O)N1CCCC(C(=O)Nc2cccc(-c3cccc(C)c3)c2)C1 (stereo not given)
24. COc1cccc(C(=O)N2CCC3(CC2)OCc2cc(-c4ccc(C(=O)N(C)C)cc4)ccc2O3)c1
25. Cc1ccc(C2(CN(C)Cc3nncn3C(C)C)CCNCC2)nc1
26. CC1=CC[C@@H]2CN(C(=O)c3cnc(N4CCCCC4)nc3C)C[C@@H]2C1
27. CC1=C(C(=O)O)Cc2ccccc21
28. O=C(CN(Cc1ccco1)C(=O)c1ccc(Cl)c(Cl)c1)Nc1cc(-c2ccccc2)nn1-c1ccc(F)cc1
29. N#C/C(=C\c1ccccc1OCC(=O)NCc1ccccc1)c1nn(-c2ccccc2)c(N)c1C#N
30. CCc1ccccc1NC(=O)N(CCOC)Cc1nc(C(=O)N2CCN(c3ccc([N+](=O)[O-])cc3)CC2)cs1

assay / entry	21	22	23	24	25	26	27	28	29	30
mcGAS lum	/	/	-9	-4	/	-10	-2	-2	/	-5
NPYLR7 agonist	0	7	6	-2	3	5	-3	-2	-5	1
hcGAS lum	-4	-6	-4	-3	2	-5	-3	-6	-3	5

31. CC(=O)N1CCc2cc(NC(=O)COc3cc(C)cc(C)c3)ccc21
32. O=C(NCCSC(F)(F)F)c1ccc(Cl)c2cccnc12
33. COc1cccc(-c2cc(C(=O)NC3CCN(Cc4ccccc4)CC3)nc3cc(C(C)(C)C)nn23)c1
34. CN(Cc1ccncc1)C(=O)COc1ccc2ccccc2c1
35. COc1ccc(S(=O)(=O)N2CCC(Cc3ccccc3)CC2)cc1N1CCN(C(=O)c2cc3ccccc3s2)CC1
36. CS(=O)(=O)NCC(=O)N1CCOC(CCCc2ccccc2)C1 (stereo not given)
37. CCOC(=O)CNc1ccccc1C(=O)N1CCN(C2CCCC2)CC1
38. O=C(CN1C(=O)NC2NC(=O)NC21)NC1CCCCC1 (stereo not given)
39. Cc1ccc(C)n1CCN1CCN(C(=O)c2ccc([N+](=O)[O-])cc2)CC1
40. Cc1ccccc1N=C1SCC(=O)N1c1ccccc1C

assay / entry	31	32	33	34	35	36	37	38	39	40
mcGAS lum	-9	-17	-8&-4	/	-5	-14	-14	/	/	-4
NPYLR7 agonist	14	4	-7&10	9	6	9	2	4	0	-7
hcGAS lum	-5	-4	-8&-7	-6	-3	-6	-4	-2	-3	-3

41. CCCSc1nc2c(c(=O)[nH]1)C(c1cccc(F)c1)C(C(=O)OC)C(C)=N2 (stereo not given)
42. CN(Cc1ccccc1F)C(C(N)=O)c1ccccc1 (stereo not given)
43. Cc1cccc(C)c1NC(=O)Nc1ccc(N2CCCC2)c(C(=O)NC(C)c2ccccc2)c1 (stereo not given)
44. CC(=O)Nc1ccc(-n2c(CCC(=O)NCCC3CCCN3C)ccc2-c2ccc(F)cc2)cc1 (stereo not given)
45. CCN(CC)C(=O)c1c(NC(=O)c2ccco2)sc2c1CCC(C)C2 (stereo not given)
46. CC(=O)C(C(=O)Nc1ccc(F)cc1)C(c1ccc(Cl)cc1Cl)C(C#N)C#N (stereo not given)
47. C=C1C(=O)O[C@@H]2C3O[C@@]3(C)CC/C=C(\C)CC[C@@H]12 (stereo not given in full)
48. NC(=O)C1=C(NC(=O)C2(c3ccccc3)CCCC2)SC2CCCC12 (stereo not given)
49. COc1cc(/C=C2/SC(=S)N(CC(=O)O)C2=O)cc([N+](=O)[O-])c1O
50. Cc1nc(N2CCN(C)CC2)ncc1-c1cc(=O)[nH]c(N2CCCCC2)n1

assay / entry	41	42	43	44	45	46	47	48	49	50
mcGAS lum	/	-7	-8	-6	/	-7	16	-6	/	-2
NPYLR7 agonist	-3	7	-4	-2	3	5	-3	-6	0	1
hcGAS lum	-6	-13	-9	0	-3	-8	-4	-2	-9	3

51. O=C(c1cccc(Br)n1)N1CCOC(Cc2ccccc2)C1 (stereo not given)
52. O=C(OCC(Br)(COC(=O)c1ccccc1)[N+](=O)[O-])c1ccccc1
53. CCCCNC(=O)Cn1nc(C)c(S(=O)(=O)N2CCc3ccccc32)c1C
54. C/C(=C/C(=O)C(C#N)c1ccccn1)c1ccc(C(F)(F)F)cc1 (stereo not given)
55. COC(=O)NC(=O)CNC1CCCCC1C(C)(C)C (stereo not given)
56. CCOC(CC)C(=O)NCCC(=O)N1CCN(c2ncccn2)CC1 (stereo not given)
57. CC(C)c1ccc(N2C(=O)CSC2c2cccc(NC(=O)c3ccc([N+](=O)[O-])cc3)c2)cc1 (stereo not given)
58. Nc1ccc(-c2nc3c(Cl)cc(N)cc3[nH]2)cc1
59. O=C(NC1CCSc2c(F)cccc21)C1COc2ccccc2O1 (stereo not given)
60. CCOP(=O)(Cc1ccc(NC(=O)/C=C(C)/C=C/C2(O)C(C)=CC(=O)CC2(C)C)cc1)OCC (stereo not given)

assay / entry	51	52	53	54	55	56	57	58	59	60
mcGAS lum	-6	/	/	/	/	/	-6	-5	-6	-4
NPYLR7 agonist	0	-3	1	29	1	-2	8	-3	4	-12
hcGAS lum	-7	-5	3	4	-3	-7	-6	-9	-9	-6

61. CCCN1N=C(C)C(C)n2c1nc1c2c(=O)n(CCC)c(=O)n1C (stereo not given)
62. O=C(c1cncc(Br)c1)N1CCCc2cc(F)c(F)cc21
63. COc1ccc(-c2cc(C(=O)N3CCN(c4cccc(C(F)(F)F)c4)CC3)c(C)n2-c2ccccc2F)cc1
64. CCOc1ccc(CN2CCN(C3CCC(C)CC3)CC2)cc1 (stereo not given)
65. CCCCCCCCCOC(=O)c1sc2nc(C)c(C)c(C)c2c1N
66. COc1ccccc1CN(C(=O)c1ccc2nc(C)[nH]c2c1)C1CC1
67. COc1cccc([C@@H](C)NC(=O)c2c(C)noc2-c2ccccc2Cl)c1
68. CCC(C)Sc1ccc(NC(=O)N2CCC(c3n[nH]c(C)n3)CC2)c(C)c1 (stereo not given)
69. COc1ccccc1CCN1CCCC(CN(C)C(=O)c2ccccn2)C1 (stereo not given)
70. COc1ccc(NC(=O)c2ccc(Nc3nc(-c4ccccc4)c4cc(Cl)ccc4n3)cc2)cc1

assay / entry	61	62	63	64	65	66	67	68	69	70
mcGAS lum	/	/	-4	-4	-6	-17	-11	/	/	0
NPYLR7 agonist	5	8	/	/	3	24	9	6	10	-1
hcGAS lum	-7	-2	-8	-2	-6	-6	-10	-15	-6	1

71. CN(Cc1nc(Cc2cccc(C(F)(F)F)c2)no1)C1CC(C)(C)NC(C)(C)C1
72. CN1CCCC1CCNC(=O)CCC(=O)NC1CCCC1 (stereo not given)
73. CCC(C)n1nccc1NC(=O)C(C)N1CCN(C)CC1C (stereo not given)
74. O=C(NN=Cc1cc(Cl)ccc1Cl)c1cnc2ccccn2c1=O
75. CC(C)OCCCNC(=O)CC1C(=O)NCCN1CC1CCCCC1 (stereo not given)
76. CC(C)/C=C/CN1CCC(Oc2ccccc2C(=O)N2CCCC2)CC1
77. CCn1c(C2CCCNC2)nn(CCN2CCN(c3ccccc3)CC2)c1=O (stereo not given)
78. Cc1cc(CNC(=O)C2=Cc3ccccc3OC2)c2[nH]c(C)c(C)c2c1
79. CCC(c1ccc(C)cc1)N(CC)C(=O)Nc1ccc(=O)n(C)c1 (stereo not given)
80. CC1(C)CC(=O)C(C(c2ccc(Br)cc2)C2C(=O)CC(C)(C)CC2=O)C(=O)C1

assay / entry	71	72	73	74	75	76	77	78	79	80
mcGAS lum	/	-13	-7	-4	/	/	/	-13	/	/
NPYLR7 agonist	5	2	0	1	0	4	3	15	-4	4
hcGAS lum	-7	-7	-16	-4	-5	-7	-9	-8	-1	16

Compound activity as filed in PubChem.
